Screening results as filed in PubChem.
NPY-Y1 antag = antagonists of human neuropeptide Y receptor Y1 | P25929 | HEK293-CNG Y1 cells, membrane potential fluorescence; NPY at EC95, then isoproterenol | inhibition, % at 3.6 µM | hit rate 1% among 200,000 | AID 1040;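 active = inhibition above the campaign mean inhibition of all tested compounds plus 3 SD, cut at about 20% in these data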;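 also: 0% = DMSO wells given NPY plus isoproterenol and 100% = isoproterenol alone without NPY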
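Assay system: HEK293 cells with Y1 receptor plus CNG channel | Probe or stimulus: NPY (25 nM), isoproterenol (1 µM), Ro 20-1724 (25 µM) | Timing: Compound incubation 1 h at room temperature, readout 45 min post-stimulation | Measured by: Membrane-potential fluorescent dye readout | Benchmarks: High control isoproterenol alone, low control NPY with isoproterenol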
NPY-Y2 PAM-ag = potentiates or activates human NPY-Y2 receptor; cells expressing NPY-Y2, potentiator/agonist read-out; activation, % at 3.6 µM; hit rate 0.45% among 220,000; AID 1359; in the data active = activation above about 27%;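 also: cells stimulated with NPY near EC25 plus isoproterenol at EC100; 0% = vehicle plus submaximal agonist and 100% = vehicle plus saturating agonist; some results beyond the cut were filed as inactive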
Target sequence (P49146 whole entry, looked up): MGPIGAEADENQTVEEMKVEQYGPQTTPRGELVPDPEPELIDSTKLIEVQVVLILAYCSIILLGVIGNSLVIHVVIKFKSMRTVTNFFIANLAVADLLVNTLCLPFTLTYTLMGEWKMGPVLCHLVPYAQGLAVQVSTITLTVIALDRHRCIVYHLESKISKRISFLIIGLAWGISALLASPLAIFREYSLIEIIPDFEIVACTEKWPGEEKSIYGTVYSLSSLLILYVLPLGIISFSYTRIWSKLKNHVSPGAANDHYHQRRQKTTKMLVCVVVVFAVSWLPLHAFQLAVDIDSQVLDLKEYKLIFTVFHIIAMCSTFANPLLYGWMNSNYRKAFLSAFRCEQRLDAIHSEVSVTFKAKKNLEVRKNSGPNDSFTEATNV
Ba/F3 V617F tox = lowers viability of Ba/F3 cells expressing EpoR and JAK2V617F. ATP luminescence. AID 1446. inhibition, % at 5.6 µM. hit rate 1.1% among 220,000;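 active = inhibition above the campaign mean plus 3 SD over all tested compounds, cut at about 24% in these data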;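 also: cytokine-independent growth of Ba/F3 cells driven by EpoR plus mutant JAK2; 0% = DMSO-treated cells and 100% = JAK inhibitor I control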
S1P4 agonist = human S1P4 receptor agonism | O95977 | S1P4-expressing cell line, agonist reporter assay | activation, % at 4.98 µM | hit rate 0.35% among 220,000; in the data active = activation above about 11%;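 also: 0% = DMSO vehicle and 100% = reference agonist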
Target sequence (O95977 whole entry, looked up): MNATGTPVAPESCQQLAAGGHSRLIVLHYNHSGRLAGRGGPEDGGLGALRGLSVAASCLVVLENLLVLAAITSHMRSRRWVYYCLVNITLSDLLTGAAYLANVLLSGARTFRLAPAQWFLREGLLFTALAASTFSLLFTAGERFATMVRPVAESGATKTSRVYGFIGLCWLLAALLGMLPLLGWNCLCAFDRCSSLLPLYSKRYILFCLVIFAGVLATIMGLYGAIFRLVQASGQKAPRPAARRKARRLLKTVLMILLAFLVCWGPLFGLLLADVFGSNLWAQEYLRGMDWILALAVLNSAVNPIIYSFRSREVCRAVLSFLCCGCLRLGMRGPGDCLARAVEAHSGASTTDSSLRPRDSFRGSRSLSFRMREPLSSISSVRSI
NPY-Y1 PAM-ag = potentiates or activates human NPY-Y1 receptor; NPY-Y1 expressing cells, potentiator/agonist activation; activation, % at 3.6 µM; hit rate 0.37% among 220,000; P25929; in the data active = activation above about 33%, passing the limit was not always enough;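 also: cells stimulated with NPY at EC10 then isoproterenol at EC100; 0% = low agonist plus stimulus and 100% = saturating agonist plus stimulus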
S1P4 antagonist = blocks the human S1P4 receptor. hit rate 0.26% among 220,000. S1P4-expressing cells, antagonist mode, reporter read-out. inhibition, % at 4.98 µM. AID 1510; in the data active = inhibition above about 29%;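 also: 0% = wells stimulated with agonist and 100% = vehicle wells without agonist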
BaF3 tox = counter-screen for JAK2V617F inhibitors: parental Ba/F3 viability inhibitors; CellTiter-Glo ATP luminescence; inhibition, % at 5.6 µM; hit rate 1.1% among 220,000; AID 1486;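 active = inhibition above a per-campaign cutoff, the mean inhibition of all tested compounds plus 3 SD, cut at about 27% in these data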;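 also: 0% = DMSO wells and 100% = JAK Inhibitor I control wells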
RBBP9 inh = inhibitors of human serine hydrolase RBBP9. recombinant RBBP9, FP-Rh probe fluorescence polarization. inhibition, % at 7.94 µM. hit rate 0.2% among 220,000. AID 1515;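 active = inhibition above the campaign mean of all tested compounds plus 3 SD, cut at about 14% in these data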;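 also: plate controls were DMSO wells with RBBP9 for no effect and wells lacking RBBP9 protein for full effect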
Target sequence (O75884 whole entry, looked up): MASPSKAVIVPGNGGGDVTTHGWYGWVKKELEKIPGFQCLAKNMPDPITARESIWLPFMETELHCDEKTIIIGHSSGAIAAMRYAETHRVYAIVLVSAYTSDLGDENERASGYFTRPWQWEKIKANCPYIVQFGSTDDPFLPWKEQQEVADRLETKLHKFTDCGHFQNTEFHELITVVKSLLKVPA
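Material: RBBP9 protein. Amount: RBBP9 at 2.5 µM in dispensed solution, before mixing. Schedule: 30 min then 45 min, 25 °C. Medium: Tris buffer pH 8.0, NaCl, Pluronic. Measured by: fluorescence polarization. Measure: percent inhibition from mP, scaled between DMSO and no-protein wells. Replication: one well per compound.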
Runt-CBFb FRET = blocks binding of human RUNX1 Runt domain to CBFb | inhibition, % at 20 µM | AID 1496 | hit rate 0.46% among 220,000 | Cerulean-Runt/Venus-CBFb FRET ratio 530/480, 1 h | Q01196+Q13951;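 active = inhibition over about 50% at 20 µM in the single-dose screen, limit read from the data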;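 also: 0% = DMSO wells and 100% = excess unlabeled CBFb competitor control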
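Measured by: fluorescence energy transfer, 422 nm excitation, 530/480 nm emission; Assay system: Cerulean-Runt domain; Medium: Tris pH 7.5 buffer with BSA; Measure: loss of energy transfer signal; Controls: 5 µM unlabeled CBFb as full-inhibition high control; Incubation: protein complex preformed 1 h, compound exposure 1 h, room temperature, dark.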
* = called active by the depositor; nt = no result given.

SMILES	NPY-Y1 antag	NPY-Y2 PAM-ag	Ba/F3 V617F tox	S1P4 agonist	NPY-Y1 PAM-ag	S1P4 antagonist	BaF3 tox	RBBP9 inh	Runt-CBFb FRET
COc1ccc(/C=C(\C#N)C(=O)OCC(=O)NC(C)c2ccccc2)cc1 (configuration not stated)	-1	-3	5	0.5	-2	1	10	-1	0
COc1cc2c(C#N)c(N3CCOCC3)nc(N)c2c(N)n1	8	-2	0	-0.5	-32	-9	1	0	-22
N#Cc1c(N)nc2c(c1-c1ccncc1)CCCCCC2	3	2	-1	0.0	2	-8	2	0	nt
CCN(Cc1ccccc1)c1ccc(/C=N/N=C(N)N)cc1	0	6	3	9.5	36	-38	7	5	-3
Cn1nc(C(=O)OCc2ccccc2F)c2ccccc2c1=O	-4	-2	5	0.8	-34	-20	3	-15	-1
CCOC(=O)CN(C(=O)CSc1nnc(CNc2ccc(F)cc2)n1C)c1ccccc1	3	2	-3	2.9	-18	-28	3	0	0
O=C(COC(=O)c1ccccc1Cc1ccccc1)Nc1ccc(SC(F)F)cc1	9	-7	2	1.2	-6	-10	4	-37	0
Cc1cc(C)c(C(=O)Cn2nc(C(=O)O)c3ccccc3c2=O)cc1C	nt	-21	4	-0.2	-21	8	-1	-12	-2
CC(=O)c1cccc(NC(=O)NNC(=O)CCC(=O)Nc2ccc(C)c(C)c2)c1	1	16	-3	1.6	18	-5	6	2	-3
Cn1c(=O)c2c(nc(CN3CCN(c4ccccc4)CC3)n2Cc2ccccc2Cl)n(C)c1=O	0	2	1	0.0	6	-5	4	-7	-7
CSc1nc(-c2ccccc2)c(-c2ccccc2)[nH]1	-7	24	-4	-3.5	25	7	4	-1	-2
COc1ccc2c(c1)c1nc(SCC(C)C)n(CCO)c(=O)c1n2C	-4	2	-1	-0.8	6	-19	3	-7	0
CCOC(=O)c1nnn(-c2nonc2N)c1-c1ccc(C)cc1	-1	-5	-3	-0.5	1	-13	0	4	-3
CC(=O)c1cc(-c2ccccc2)n(CC(=O)Nc2cccc(C)c2)c1C	10	0	-1	0.4	-5	-3	7	-4	1
CCNC(=O)Cn1c(=O)c2c(ncn2Cc2ccccc2)n(Cc2ccccc2)c1=O	0	-9	-3	0.7	10	-8	3	-1	-4
Cc1ccc(-c2n[nH]c(=O)c3ccccc23)cc1S(=O)(=O)NCCO	-2	2	-2	-1.4	-4	-3	1	3	1
Cc1cc(=O)[nH]c(N/N=C/c2ccc(Cl)c([N+](=O)[O-])c2)n1	nt	0	0	0.3	24	-9	-3	1	-2
O=C(CCCN1C(=O)/C(=C/c2cccs2)SC1=S)Nc1cccc(C(=O)O)c1	4	-16	4	-1.0	3	-13	11	3	-3
O=C(CC1SCCNC1=O)Nc1ccc(Cl)cc1 (configuration not stated)	7	-4	-1	0.3	0	-7	5	-9	2
COC(=O)NNC(=O)C1CCC(C(=O)NNC(=O)OC)CC1 (configuration not stated)	5	10	-2	2.6	18	-13	0	0	2
CCOC(=O)c1c(C)n(CCO)c2ccc(O)cc12	-1	-5	-4	0.9	0	-3	-1	0	1
COc1ccccc1CNC(=O)c1ccc(OCc2c(C)noc2C)c(OC)c1	12	0	1	-0.2	2	-3	3	-5	2
CCN(c1ccccc1)S(=O)(=O)c1ccc(F)cc1C	-1	-10	4	4.3	-20	-16	6	-3	0
Cn1c(=O)c2c(nc(N3CCOCC3)n2CCCNC2=NCCC2)n(C)c1=O	6	1	-5	1.4	15	-19	-2	2	-1
CC(C)(C)OC(=O)N1CCC[C@H]1C(=O)N/N=C/c1ccc2nccnc2c1	nt	16	-4	-0.8	21	-7	-2	6	-2
COC(=O)c1[nH]c(C)c(/C(O)=C2\C(=O)C(=O)N(CCN3CCOCC3)C2c2cccnc2)c1C (configuration not stated)	-6	3	-4	-0.5	2	-2	-2	2	0
Cc1ccc(Cn2ccc(NC(=O)c3noc4c3CCc3ccccc3-4)n2)cc1	8	-2	-3	-4.6	-11	-19	2	-10	2
O=C(COc1ccccc1)N/N=C/c1ccc2c(c1)OCO2	19	-14	-1	-0.8	-39	-3	0	-6	0
O=C(CCl)Nc1ccc(-c2ccccc2)cc1	-5	-3	19	-1.6	19	-3	3	-2	0
O=C(NC1CCCC1)C(c1ccsc1)N(C(=O)Cc1cccs1)c1cccc(F)c1 (configuration not stated)	4	-1	-2	-1.4	18	-13	4	-2	3
N/C(=N\OC(=O)Oc1ccccc1)c1ccc([N+](=O)[O-])cc1	-2	6	-1	3.7	11	3	3	-6	-2
CCCCNS(=O)(=O)/C=C/c1ccccc1	5	-18	5	1.1	-4	13	7	-4	-5
NC(=O)CSc1nnc(COc2ccccc2)n1CCc1ccccc1	-6	1	-1	2.5	10	-21	4	-4	-4
COc1ccccc1-n1c(SCC(=O)N2CCOCC2)nc(O)c(Cc2ccccc2)c1=O	-6	2	1	0.9	1	-13	-1	-8	-1
Cc1ccc(OCCSc2nnc(NC(=O)c3ccco3)s2)cc1	1	-4	2	-2.8	-10	9	8	2	0
COc1cc(/C=N/S(=O)(=O)CCc2ccccc2)ccc1O	-1	4	-6	-0.2	-13	-1	-4	-7	0
CC(C(=O)NCC1CCCCC1)N1CCc2ccccc2C1 (configuration not stated)	3	2	-4	0.1	2	-21	-1	5	-2
Cc1cc(-c2csc(NC(=O)c3ccc(=O)[nH]c3)n2)c(C)n1Cc1ccccc1	2	10	2	-0.4	-8	-5	3	-8	-3
Cc1ccccc1-n1nc2c(c1NC(=O)c1cc3ccccc3oc1=O)CS(=O)(=O)C2	1	-9	-1	0.3	20	10	8	-12	10
Cn1ccnc1C(=O)c1ccc(Cl)c(S(=O)(=O)N2CCOCC2)c1	nt	0	3	1.7	16	-9	8	-4	0
Cc1noc(C)c1C(=O)N1CCN(S(=O)(=O)c2cccc(Cl)c2Cl)CC1	nt	6	-6	-0.1	24	-6	-2	-3	2
Cn1c2c(c(=O)[nH]c1=O)C(c1cccc(O)c1)C1=C(N2)c2ccccc2C1=O (configuration not stated)	4	6	35*	4.5	17	0	16	-5	-2
CC1=NNC(=O)C1CCC(=O)N/N=C/c1ccc(Cl)cc1 (configuration not stated)	2	-1	-1	2.2	14	12	6	-6	0
CCCn1nc(C(=O)OCC(=O)Nc2cccc(OC)c2)c2ccccc2c1=O	5	-4	-1	-1.0	-29	0	1	2	-1
O=C1CCc2cc(S(=O)(=O)N3CCCC3C(=O)N3CCN(c4ccccc4)CC3)ccc2N1 (configuration not stated)	0	6	1	-1.1	-14	-18	1	-8	0
O=c1[nH]c2ccccc2nc1/C=C(\O)C1CC1	-5	2	-3	-0.2	-5	-10	1	-4	14
COc1cc(S(=O)(=O)n2nnc3ccccc32)c(OC)cc1Cl	9	-5	-1	-1.2	-9	1	5	-9	0
Nc1nc(-c2ccc([N+](=O)[O-])cc2)cs1	-1	-10	-3	-0.6	15	-3	1	-6	2
Cc1cccc(NC(=O)C2CCCN(S(=O)(=O)c3cccc4nonc34)C2)c1 (configuration not stated)	-5	3	-2	0.9	23	-14	4	-1	-2
Cc1cc(NC(=O)Cn2nnc3sc4c(c3c2=O)CCC(C(C)(C)C)C4)no1 (configuration not stated)	-4	-17	-1	1.2	-10	-14	12	-4	1

Next part:
SMILES	NPY-Y1 antag	NPY-Y2 PAM-ag	Ba/F3 V617F tox	S1P4 agonist	NPY-Y1 PAM-ag	S1P4 antagonist	BaF3 tox	RBBP9 inh	Runt-CBFb FRET
CCOc1cccc(C(=O)N(Cc2ccc(F)cc2)C2CCS(=O)(=O)C2)c1 (configuration not stated)	-9	8	0	-1.3	2	-11	7	8	1
CCCCC(=O)NCCNC(=O)c1cc(OCC(F)(F)F)ccc1OCC(F)(F)F	-1	-1	1	0.6	3	-3	10	-1	-1
O=C1CC(Sc2nnc(-c3ccccc3O)o2)C(=O)N1c1ccccc1 (configuration not stated)	9	-8	-2	0.0	-4	-14	7	-8	8
O=C(CCN1C(=O)C2C3C=CC(C3)C2C1=O)Nc1ccc2c(c1)OCO2 (configuration not stated)	-6	-25	0	0.6	-5	-13	4	-7	0
Cc1ccc(C(=O)NCC(=O)OC(C)C(=O)NCCC2=CCCCC2)cc1C (configuration not stated)	1	-11	-5	-0.9	-23	-18	4	-1	-4
Cn1c(SCC(=O)Nc2ccc3cn[nH]c3c2)nnc1-c1cccs1	-3	-2	-5	0.1	17	-17	0	-5	1

Structural class, those above with an aryl thioether with sulfur outside any ring (9)
SMILES	NPY-Y1 antag	NPY-Y2 PAM-ag	Ba/F3 V617F tox	S1P4 agonist	NPY-Y1 PAM-ag	S1P4 antagonist	BaF3 tox	RBBP9 inh	Runt-CBFb FRET
CCOC(=O)CN(C(=O)CSc1nnc(CNc2ccc(F)cc2)n1C)c1ccccc1	3	2	-3	2.9	-18	-28	3	0	0
O=C(COC(=O)c1ccccc1Cc1ccccc1)Nc1ccc(SC(F)F)cc1	9	-7	2	1.2	-6	-10	4	-37	0
CSc1nc(-c2ccccc2)c(-c2ccccc2)[nH]1	-7	24	-4	-3.5	25	7	4	-1	-2
COc1ccc2c(c1)c1nc(SCC(C)C)n(CCO)c(=O)c1n2C	-4	2	-1	-0.8	6	-19	3	-7	0
NC(=O)CSc1nnc(COc2ccccc2)n1CCc1ccccc1	-6	1	-1	2.5	10	-21	4	-4	-4
COc1ccccc1-n1c(SCC(=O)N2CCOCC2)nc(O)c(Cc2ccccc2)c1=O	-6	2	1	0.9	1	-13	-1	-8	-1
Cc1ccc(OCCSc2nnc(NC(=O)c3ccco3)s2)cc1	1	-4	2	-2.8	-10	9	8	2	0
O=C1CC(Sc2nnc(-c3ccccc3O)o2)C(=O)N1c1ccccc1 (configuration not stated)	9	-8	-2	0.0	-4	-14	7	-8	8
Cn1c(SCC(=O)Nc2ccc3cn[nH]c3c2)nnc1-c1cccs1	-3	-2	-5	0.1	17	-17	0	-5	1
